# High-throughput results deposited in PubChem by National Center for Advancing Translational Sciences (NCATS).
# D2 potentiator = positive allosteric modulators of human D2 dopamine receptor; P14416; potentiation, % at 10 µM; HEK293 T-REx D2, calcium flux, EC20 dopamine potentiation; 340,000 compounds, 0.34% hits;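 active = potentiation over 3 SD above the plate norm, cut at about 30% in these data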; note: 0% is about no effect
# Target sequence (P14416 whole entry, looked up): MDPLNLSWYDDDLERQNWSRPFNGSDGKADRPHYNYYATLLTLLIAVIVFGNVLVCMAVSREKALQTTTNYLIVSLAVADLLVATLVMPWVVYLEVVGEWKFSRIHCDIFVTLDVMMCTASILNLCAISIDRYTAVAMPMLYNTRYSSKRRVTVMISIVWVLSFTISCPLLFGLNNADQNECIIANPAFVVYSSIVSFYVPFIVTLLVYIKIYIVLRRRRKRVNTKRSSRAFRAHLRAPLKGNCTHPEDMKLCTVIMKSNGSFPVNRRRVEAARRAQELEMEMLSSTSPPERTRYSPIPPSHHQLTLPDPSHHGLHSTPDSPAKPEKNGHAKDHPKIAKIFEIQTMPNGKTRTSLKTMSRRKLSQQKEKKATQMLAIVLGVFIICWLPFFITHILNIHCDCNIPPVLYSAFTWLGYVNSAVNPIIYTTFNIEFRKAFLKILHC
#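 Calcium flux readout, no-wash dye, 1 read/s. Inducible HEK293 Trex D2 line, overnight 30 C. Compound alone 180 s (agonist flags), then EC20 dopamine, another 180 s to score potentiation.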
# GRP78 ERSR act = inducers of ER stress response in human glioma cells. U87-MG GRP78 promoter luciferase reporter, 16 h. Potency, µM, for inactives: at the top dose activation, hits mostly activators. 420,000 compounds, 0.02% hits; note: potency is the fitted concentration of half-maximal effect; series mostly up to about 76 µM; % of control where 0% means no effect; nearly all actives have a fitted effect of over 35% in size
#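 ERSR induction read as luciferase luminescence (Bright-Glo, 10 min at room temperature) in stably transfected human U87-MG glioma cells exposed to compounds for 16 h, using GRP78 as sensor.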
# Vif-APOBEC3F blk = blocks the Vif interaction with APOBEC3F. HeLa A3F-eYFP + Vif (tagged APOBEC3F with the HIV-1 protein that degrades it), YFP fluorescence increase. Potency, µM (highest dose often 46.1 µM), for inactives: at the top dose activity, negative = active. 390,000 compounds, 0.2% hits; note: potency is the fitted concentration of half-maximal effect; % of control where 0% means no effect; nearly all actives have a fitted effect of over 65% in size
#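 HeLa cells stably expressing A3F-eYFP plus Vif, plated and incubated overnight at 37 deg C, then exposed to compounds overnight at 37 deg C. Blocked degradation read as raised yellow fluorescence (Ex 488/Em 500-530).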
# D1 antagonist = antagonists of human D1 dopamine receptor | P21728 | HEK293 TREx D1 cells, calcium flux, dopamine EC80; active compounds read low | activity change, negative = inhibition, % at 10 µM | 360,000 compounds, 3.2% hits | AID 504652; in the data active = activity change below about -30%; note: % is set by controls: 0 for no effect and ±100 for the full control effect
# Target sequence (P21728 whole entry, looked up): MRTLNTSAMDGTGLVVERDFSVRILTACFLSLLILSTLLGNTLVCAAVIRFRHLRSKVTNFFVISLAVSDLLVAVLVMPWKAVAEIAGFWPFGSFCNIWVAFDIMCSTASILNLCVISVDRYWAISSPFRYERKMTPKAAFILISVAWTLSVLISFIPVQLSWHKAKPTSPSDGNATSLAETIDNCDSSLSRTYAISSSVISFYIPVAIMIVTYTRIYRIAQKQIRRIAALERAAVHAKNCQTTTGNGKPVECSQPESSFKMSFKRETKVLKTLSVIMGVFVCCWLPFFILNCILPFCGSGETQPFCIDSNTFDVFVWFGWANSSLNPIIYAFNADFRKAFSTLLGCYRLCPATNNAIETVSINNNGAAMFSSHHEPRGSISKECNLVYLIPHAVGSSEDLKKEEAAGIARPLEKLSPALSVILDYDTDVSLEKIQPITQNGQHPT
#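 Tetracycline-induced HEK293 T-REx cells with force-coupled D1 receptor were loaded with a no-wash calcium dye. Compound was added after a 10 s baseline and read kinetically for 180 s; EC80 dopamine was then added and calcium flux followed another 180 s.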
# D1 potentiator = enhances dopamine response at the human D1 receptor; P21728; HEK293 TREx D1 cells, calcium flux, dopamine EC20 potentiation; potentiation, % at 10 µM; 360,000 compounds, 0.036% hits; AID 504651; in the data active = potentiation above about 30%; note: 0% is about no effect
# D1 ag = agonists of human D1 dopamine receptor. HEK293 T-REx D1 cells, calcium flux, agonist mode. AID 504660. activation, % at 2 µM. 360,000 compounds, 1% hits; in the data active = activation above about 30%; note: 0% is about no effect
#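 Tetracycline-induced HEK293 TREx D1 cells, force-coupled to calcium signalling, were dye-loaded with a no-wash calcium kit. Compound was pin-added after a 10 s baseline. Fluorescence was read kinetically at 1 cycle/s for 180 s, with calcium rises flagged as agonism.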
# Vif-APOBEC3G blk = blocks the Vif interaction with human APOBEC3G; Q9HC16; HeLa A3G-eYFP + Vif (tagged APOBEC3G with the HIV-1 protein that degrades it), YFP fluorescence, overnight; Potency, µM (highest dose often 46.1 µM), without a hit: top-dose activity, negative = active, hits mostly inhibitors; 410,000 compounds, 0.076% hits; AID 602310;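 note: potency is the fitted concentration of half-maximal effect; % is set by controls: 0 for no effect and ±100 for the full control effect; nearly all actives have a fitted effect of over 60% in size; hits raise eYFP signal because A3G escapes Vif-driven loss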
#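 Read-out is eYFP fluorescence (Ex 488/Em 500-530) from Vif-expressing HeLa A3G-eYFP cells; more signal means A3G escaped Vif-mediated degradation. Cells plated overnight, compound pinned in, incubated overnight at 37 deg C.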
# RXFP1 antag = RXFP1 (human) relaxin receptor antagonism; Q9HBX9; HEK293-RXFP1, relaxin-stimulated cAMP HTRF, 30 min; active compounds read low; activity change, negative = inhibition, % at 57.5 µM; 350,000 compounds, 0.59% hits;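 active = activity change of -60% or lower, but not beyond a set lower limit; inconclusive = change between -60% and -40%, or beyond the set limit; inactive = change above -40%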; note: % is set by controls: 0 for no effect and ±100 for the full control effect
# RXFP1 ag = activates the human relaxin receptor RXFP1; Q9HBX9; HEK293T-RXFP1 cAMP TR-FRET, 30 min; response scale: percent of porcine relaxin response, buffer zero; 370,000 compounds, 0.3% hits; Potency, µM (series often up to 57.5 µM), for inactives: at the top dose activation, most hits filed as activators; note: potency is the fitted concentration of half-maximal effect; % is set by controls: 0 for no effect and ±100 for the full control effect; nearly all actives have a fitted effect of over 60% in size; many of its hits are not listed in these tables
#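 Agonist response is measured as cAMP accumulation in an RXFP1-transfected HEK293T line under PDE4 inhibition. Values are scaled between buffer-only and 29 nM porcine relaxin, and EC50s come from standard Hill equation fits.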
# Numbers without * were called inactive; ? = inconclusive; · = not tested or not shown; & = joins results of further samples. Unless noted, calls come from the whole dose curve; as a rule, active = well fitted curve in the direction sought with a large enough effect; inconclusive = small, poorly fitted or top-dose-only effect, or another doubt; inactive = no such curve, though single readings can be large; an effect the other way counts as inactive or inconclusive.
SMILES,D2 potentiator,GRP78 ERSR act,Vif-APOBEC3F blk,D1 antagonist,D1 potentiator,D1 ag,Vif-APOBEC3G blk,RXFP1 antag,RXFP1 ag
Cc1ccc(C(=O)NN2C(=O)/C(=C/c3cccn3C)SC2=S)cc1,-2.8,-3.0%,13.9%,-0.7,-1.4,0.7,0.0%,-10.0,-1.5%
CCOc1cc(/C=N/Nc2nc(-c3cccc(S(=O)(=O)N4CCCC4)c3)cs2)ccc1O,4.7,-5.6%,2.5%,1.0,-7.3,4.8,2.8%,·,3.8%
CN(C)c1nc2ccc(OCCN3CCCCC3)cc2s1,-16.3,4.4%,-6.4%,2.7,-4.6,2.7,1.6%,-15.8,0.6%
Cc1cc(C)cc(NC(=O)C(Cc2ccccc2)NS(=O)(=O)c2ccc3c(c2)c(=O)n(C)c(=O)n3C)c1 (stereo not drawn),-8.8,-1.9%,-2.3%,-16.3,-0.9,7.0,-4.4%,·,4.0%
COc1ccc2c(CNC3CCCCCC3)c(C(=O)O)n(Cc3cccc(F)c3)c2c1,-7.6,-5.6%,-4.3%,4.0,-1.0,-0.3,-1.0%,-7.4,-0.2%
CCNS(=O)(=O)c1ccc(CCC(=O)NCc2ccccc2)cc1,8.6,-3.5%,-4.6%,·,0.9,-0.7,-5.0%,-4.6,-0.4%
CC(NCCC1(Cc2ccccc2Cl)CCOC(C)(C)C1)c1cccs1 (stereo not drawn),10.4,-8.2%,1.5%,10.4,7.9,46.7*,-4.9%,-26.6,-1.7%
COc1ccc(-c2nn(-c3ccccc3)cc2C(=O)NC2CC2)cc1,-10.6,2.3%,-7.6%,2.0,-2.9,0.0,0.0%,-2.1,1.7%
CC(C)(C)NC(=O)NC(=O)COC(=O)Cc1c(F)cccc1Cl,5.5,-3.2%,-3.2%,-21.0,1.9,2.0,0.2%,-31.6,0.1%
COc1ccc(Cl)cc1Nc1ncnc2c1c(-c1ccccc1)cn2-c1ccccc1,6.1,-2.9%,0.0%,-58.1*,-2.1,-1.1,6.8%,13.9,12.8%
Cc1ccc(S(=O)(=O)N[C@H](C(=O)OCC(=O)N2N=C(c3ccc(Cl)cc3)CC2c2ccco2)C(C)C)cc1 (stereo partly drawn),-23.0,-3.5%,3.7%,-13.5,-2.8,9.0,1.5%,-5.0,0.4%
CC(=O)N/C(=N/c1nc(C)cc(C)n1)Nc1ccc(F)cc1F,-4.3,-5.5%,-7.7%,-4.8,-6.4,2.4,0.4%,-8.0,-1.5%
CCN(CC)C(=O)CSc1nc2c(c(=O)n(C)c(=O)n2C)n1Cc1ccccc1,10.1,·,·,1.3,-1.1,0.5,·,-6.8,16.0%
COC(=O)c1ccc(NC(=O)CCc2c(C)nc3c(c(C)nn3C(C)(C)C)c2C)cc1,·,-7.4%,-1.0%,-2.7,-3.0,12.4,5.2%,·,-0.4%
Cc1ccc(Cl)cc1N1CCN(C(=O)C2CCN(S(=O)(=O)c3c(C)noc3/C=C/c3ccccc3F)CC2)CC1,-4.1,-2.3%,-8.4%,8.8,-1.6,4.8,3.7%,-1.2,1.9%
Cc1cc(N)n2nc(-c3ccccc3)cc2n1,12.4,-8.3%,-15.9%,-40.6*,-8.3,1.3,-15.3%,·,-1.1%
Cc1cc(-c2n[nH]c(=S)n2-c2ccccc2C)cs1,-6.3,-1.5%,-9.6%,2.7,-2.1,1.4,0.0%,-11.2,1.2%
Cc1[nH]nc(Nc2ccc(Br)cc2)c1[N+](=O)[O-],-19.8,8.4%,2.9%,-35.8*,-9.8,10.3,-7.6%,5.6,-0.4%
O=C(CCC(=O)c1cccs1)c1cccs1,-17.6,5.4%,-3.2%,-7.1,-7.9,0.8,2.7%,-6.7,2.4%
Cc1ccc(-c2cc(Cc3ccncc3)c(=O)[nH]n2)cc1,-4.1,-2.5%,-0.7%,6.3,-0.5,-0.9,1.3%,-8.7,-0.9%
O=C(NNC(=O)c1cccc2ccccc12)c1ccccc1O,2.1,2.2%,-2.7%,-16.1,-13.1,0.7,-0.7%,11.1,-2.7%
O=C(C1=C[C@@H](c2csc3ccccc23)C[C@@H](OCCCCO)O1)N1CCN(Cc2ccc3c(c2)OCO3)CC1,2.1,-2.2%,-5.6%,-17.1,-5.3,4.2,-0.6%,·,2.1%
COc1ccccc1CN(Cc1cc2cc(C)cc(C)c2[nH]c1=O)Cc1nnnn1CC1CCCO1 (stereo not drawn),-2.0,-1.3%,-0.8%,11.5,1.8,0.8,-0.4%,-9.7,4.3%
CC1CCCCC1NC(=O)CSc1nnnn1-c1ccccc1 (stereo not drawn),7.1,-2.5%,2.5%,-2.3,-0.8,3.6,-1.8%,2.1,0.4%
COc1cccc(-n2c(SCC(=O)Nc3cc(C)on3)nc3ccccc3c2=O)c1,1.0,-1.5%,-1.8%,1.4,6.8,0.4,-6.7%,13.0,2.8%
COc1ccc(C)c2sc(=NC(=O)c3ccc(C(C)=O)cc3)n(C)c12,0.3,4.7%,-8.5%,15.4,-11.8,0.7,1.0%,-3.8,1.0%
O=C(O)CC(CC(=O)Nc1ccc(-n2ccc(C(F)(F)F)n2)cc1)c1ccccc1 (stereo not drawn),-3.0,-2.1%,6.0%,-13.1,-1.1,3.4,2.4%,-19.5,8.0%
CC(=O)N1CCC(N(C(=O)Nc2ccc(C)c(F)c2)C(C)C)CC1,-0.9,0.7%,2.5%,-48.0*,1.9,-2.1,1.2%,-4.7,-2.2%
CCCN(CC(=O)NC(=O)NC1CCCCC1)CC(=O)Nc1cc(Cl)ccc1Cl,-9.0,-2.7%,?,0.5,1.4,2.7,-4.1%,-12.3,0.9%
CCCc1cc(=O)oc2c(C)c3c(cc12)CN(CCc1ccc(Cl)cc1)CO3,-23.9,-3.4%,0.8%,4.4,0.2,4.0,0.7%,-8.2,1.0%
CC(C)C[C@H](NC(=O)N1CCn2c1nc1ccccc12)C(=O)NCCc1ccccc1,-1.8,-2.9%,3.3%,-4.0,-0.3,-0.8,-5.2%,-17.1,-4.2%
O=C(/C=C/c1ccc(O)c(O)c1)O[C@@H]1C[C@](O)(C(=O)O)C[C@@H](O)[C@H]1O,2.6&8.5,?,6.2%&0.9%,-3.4&-6.2,-6.7&4.7,-0.5&3.3,3.6%&0.2%,·,0.0%&-3.4%
CC1CN(C(=O)COC(=O)CSc2ccc([N+](=O)[O-])cc2)CC(C)O1 (stereo not drawn),-7.9,-1.7%,-23.7%,5.0,1.3,1.1,0.8%,-6.7,1.0%
O=C(O)c1cccc(Oc2cccc(Cl)n2)c1,-0.7,-0.4%,9.0%,5.2,9.8,0.1,-0.2%,-3.0,1.3%
S=c1[nH]nc(-c2ccncc2)n1/N=C/C=C/c1ccco1,-10.3,-3.4%,1.7%,-1.7,-4.5,0.0,1.3%,-0.7,4.7%
Cn1cc(CCCC(=O)NCc2ccccc2)c2ccccc21,-12.6,-0.6%,-6.9%,6.8,-6.5,-0.3,-7.2%,22.6,-3.4%
Nc1cc(N)nc(SCCN2CCCCC2)n1,3.5,-2.5%,3.0%,-0.3,5.2,2.8,1.5%,0.1,2.8%
COc1cc(NC(=O)c2ccc(NC3=NC4CS(=O)(=O)CC4S3)cc2)cc(OC)c1OC (stereo not drawn),5.1,-2.9%,2.8%,2.1,6.9,5.4,2.0%,3.9,2.0%
CCOC(=O)C1=C(C)OC(N)=C(C#N)C1c1c(C)nn(-c2ccc(C)cc2)c1Cl (stereo not drawn),1.5,·,·,7.3,-3.3,2.8,·,·,1.6%
O=C(CCCC(=O)NC1CCCCC1)Nc1ccc([N+](=O)[O-])cc1,-1.6,0.7%,-9.1%,-12.3,-4.4,1.6,3.0%,9.3,-0.5%
CCOc1ccc(C(=O)N2CCN(c3cccc(Cl)c3)CC2)cc1,-5.8,1.9%,-6.2%,8.1,-4.5,0.3,0.8%,-2.0,0.4%

# Of the compounds above, these contain an aryl thioether with sulfur outside any ring.
SMILES,D2 potentiator,GRP78 ERSR act,Vif-APOBEC3F blk,D1 antagonist,D1 potentiator,D1 ag,Vif-APOBEC3G blk,RXFP1 antag,RXFP1 ag
CCN(CC)C(=O)CSc1nc2c(c(=O)n(C)c(=O)n2C)n1Cc1ccccc1,10.1,·,·,1.3,-1.1,0.5,·,-6.8,16.0%
CC1CCCCC1NC(=O)CSc1nnnn1-c1ccccc1 (stereo not drawn),7.1,-2.5%,2.5%,-2.3,-0.8,3.6,-1.8%,2.1,0.4%
COc1cccc(-n2c(SCC(=O)Nc3cc(C)on3)nc3ccccc3c2=O)c1,1.0,-1.5%,-1.8%,1.4,6.8,0.4,-6.7%,13.0,2.8%
CC1CN(C(=O)COC(=O)CSc2ccc([N+](=O)[O-])cc2)CC(C)O1 (stereo not drawn),-7.9,-1.7%,-23.7%,5.0,1.3,1.1,0.8%,-6.7,1.0%
Nc1cc(N)nc(SCCN2CCCCC2)n1,3.5,-2.5%,3.0%,-0.3,5.2,2.8,1.5%,0.1,2.8%

# Some of the compounds tested; count on the stated rates, not on these rows.
